Assay outcomes (PubChem)
Neddyl block – inhibitors of human cullin neddylation | P61081+Q13564 | TR-FRET cullin neddylation, biochemical | calls only at 25 µM | 0.58% of 360,000 active | AID 651699; in the data active = inhibition above about 36%
DNMT1 block – inhibitors of human DNMT1 | 0.83% of 360,000 active | AID 588458 | DNMT1 molecular beacon, Hinp1I cleavage, fluorescence | inhibition (reported as % activation of signal), % at 10 µM | P26358; in the data active = inhibition above about 50%
STEP inh – blocks human striatal-enriched tyrosine phosphatase; P54829; 0.25% of 360,000 active; recombinant STEP, OMFP fluorogenic substrate, fluorescence; inhibition, % at 20 µM;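 active = inhibition at 20 µM, scaled per plate between control wells, above about 37%, limit read from the data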;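 note: 0% = DMSO with enzyme and substrate and 100% = substrate only without enzyme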
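Also added – OMFP at 25 µM · Test system – STEP tyrosine phosphatase · Technique – FITC-channel fluorescence of OMFP product · Schedule – 20 min at room temperature, dark · Evaluation – control-normalized % inhibition with plate pattern correction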
NadD block – blocks S. aureus nicotinate mononucleotide adenylyltransferase. inhibition, % at 20 µM. purified NadD enzyme, colorimetric absorbance read-out. 0.78% of 360,000 active; in the data active = inhibition above about 26%; note: some compounds past the cut are filed as inactive
SUMO1 PPI mod – modulators of human SUMO1-mediated protein-protein interactions; 0.33% of 360,000 active; P63165; AID 602429; inhibition, % at 20 µM; SUMO1 binding to a labelled peptide, TR-FRET, 1 h; in the data active = inhibition above about 37%
Target sequence (P63165 whole entry, looked up): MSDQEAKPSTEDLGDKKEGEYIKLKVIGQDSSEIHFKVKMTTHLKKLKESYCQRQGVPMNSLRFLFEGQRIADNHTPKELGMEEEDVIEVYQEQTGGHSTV
LMPTP block – LMPTP (human) inhibition. P24666. recombinant LMPTP-A, OMFP fluorogenic substrate, fluorescence intensity. inhibition, % at 20 µM. 0.22% of 360,000 active. AID 651560;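 active = compounds that cut the enzyme signal by at least half of the control window in the single-dose screen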;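 note: plate controls were DMSO wells with enzyme plus substrate for no effect and substrate without enzyme for full effect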
Target sequence (P24666 whole entry, looked up): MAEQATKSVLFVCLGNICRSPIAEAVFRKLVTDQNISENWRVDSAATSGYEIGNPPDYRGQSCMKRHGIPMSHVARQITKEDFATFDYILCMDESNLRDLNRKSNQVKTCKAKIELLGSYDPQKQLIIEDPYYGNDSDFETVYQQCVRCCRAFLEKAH
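Material: LMPTP-A; amount: 0.625 nM enzyme; doses: single 20 µM dose; times: reaction 50 min, room temperature, dark; technique: fluorescence intensity of OMFP turnover product; benchmarks: no-enzyme and uninhibited controls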
Rin1-Abl PPI inh – blocks binding of human Rin1 to Abl | TR-FRET Rin1/Abl binding, biochemical | inhibition, % at 7.35 µM | 0.4% of 360,000 active | AID 588664; in the data active = inhibition above about 5%, passing the limit was not always enough
Scp-1 inhibitor – blocks human Scp-1 phosphatase activity; Recombinant Scp1, phosphopeptide, malachite green phosphate absorbance; inhibition, % at 20 µM; AID 493091; 0.88% of 340,000 active;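 active = inhibition above about 50% at 20 µM, limit read from the data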;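 note: plate controls were DMSO wells with enzyme for no effect and wells lacking enzyme for full effect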
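Material – SCP-1 phosphatase catalytic domain, residues 76-261 · Buffer or medium – Acidic Tris acetate buffer with magnesium and detergent · Also added – Phospho 17-mer peptide substrate · Compound – single 20 µM dose, 1% DMSO · Times – 45 min room-temperature reaction, 5 min colour, 30 min stabiliser · Technique – Phosphate-binding colour reagent, absorbance read at 630 nm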
CSN deneddyl inh – CSN deneddylation inhibition | Purified CSN, SCF-Nedd8-OG deneddylation, fluorescence polarization | Q92905 | 0.38% of 360,000 active | AID 651999 | inhibition, % at 12.5 µM;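 active = pattern-corrected inhibition above about 35%, with an unprinted fluorescence ratio check between 0.5 and 1.5, limit read from the data, passing the limit was not always enough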;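 note: 0% = enzyme with substrate and 100% = substrate without enzyme; some results filed as inactive read as strong as hits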
Target sequence (Q92905 whole entry, looked up, one chain of several): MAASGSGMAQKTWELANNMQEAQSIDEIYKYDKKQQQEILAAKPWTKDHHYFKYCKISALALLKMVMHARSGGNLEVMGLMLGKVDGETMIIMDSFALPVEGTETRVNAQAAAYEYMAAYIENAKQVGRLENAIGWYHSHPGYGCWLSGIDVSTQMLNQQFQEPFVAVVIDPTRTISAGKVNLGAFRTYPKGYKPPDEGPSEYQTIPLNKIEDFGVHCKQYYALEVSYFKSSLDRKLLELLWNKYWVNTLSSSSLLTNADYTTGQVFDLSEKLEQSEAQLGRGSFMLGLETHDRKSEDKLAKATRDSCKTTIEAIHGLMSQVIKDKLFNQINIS
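Schedule: reaction 90 min, room temperature / Assay system: HEK293T-derived human Csn5 enzyme / Input: Csn5 at 0.24 nM final / Measure: inhibition of Csn5 cleavage, % / Control set: substrate-only high control, full reaction low control / Technique: fluorescence polarization of the substrate / Buffer or medium: Tris/NaCl/DTT buffer, pH 7.5 / Reagent: SCFSkp2-Nedd8OG substrate at 10 nM final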
Rpn11 inh – Rpn11 (human) deubiquitinase inhibition; human 26S proteasome, Ub4-pepOG fluorescence polarization; 20S core pre-blocked with epoxomicin; calls only at 20 µM; O00487; 0.59% of 360,000 active;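 active = inhibition at 20 µM, scaled to each plate's controls, above about 33%, limit read from the data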
Target sequence (O00487 whole entry, looked up): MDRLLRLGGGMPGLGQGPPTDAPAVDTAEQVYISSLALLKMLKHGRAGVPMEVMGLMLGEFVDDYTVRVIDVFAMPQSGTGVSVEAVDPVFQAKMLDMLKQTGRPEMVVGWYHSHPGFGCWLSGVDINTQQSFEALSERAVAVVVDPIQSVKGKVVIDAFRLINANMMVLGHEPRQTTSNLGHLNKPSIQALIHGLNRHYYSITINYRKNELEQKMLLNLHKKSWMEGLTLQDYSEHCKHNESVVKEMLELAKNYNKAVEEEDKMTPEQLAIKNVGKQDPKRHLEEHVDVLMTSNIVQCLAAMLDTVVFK
An asterisk follows results filed as active; i = inactive; · = not tested or not shown; + = active, no number.

Start of the data: the first six entries, to show the layout:
SMILES	Neddyl block	DNMT1 block	STEP inh	NadD block	SUMO1 PPI mod	LMPTP block	Rin1-Abl PPI inh	Scp-1 inhibitor	CSN deneddyl inh	Rpn11 inh
Cc1nnsc1-c1c(C(=O)N2CCOCC2)c(C)nn1-c1ccccc1	i	-2	-1	-1	10	-0.4	-1	-4	-4	i
Nc1nonc1-c1nc2ccccc2n1CC(=O)Nc1ccccc1	i	7	2	-6	-4	-0.6	-1	4	2	i
CCc1nc2c(OCc3ccc(C(=O)OC)cc3)cccn2c1N(C)C(=O)c1ccc(C)cc1	i	-8	5	9	2	0.4	-2	·	-1	i
O=C(Oc1ccc(/C=N/O)cc1)c1ccccc1Cl	i	-6	-1	-3	-2	-1.1	2	-1	0	i
O=[N+]([O-])c1ccc(/C([O-])=C(/C(=S)NCc2ccco2)[n+]2ccccc2)cc1	i	-4	3	12	-10	17	-3	-6	1	i
COc1ccc(OC)c(NC(=O)C(C)N2c3cccc4cccc(c34)S2(=O)=O)c1 (configuration not stated)	i	-3	0	3	1	2.1	-3	-5	-4	i

The whole of this part (from the top)
SMILES	Neddyl block	DNMT1 block	STEP inh	NadD block	SUMO1 PPI mod	LMPTP block	Rin1-Abl PPI inh	Scp-1 inhibitor	CSN deneddyl inh	Rpn11 inh
Cc1nnsc1-c1c(C(=O)N2CCOCC2)c(C)nn1-c1ccccc1	i	-2	-1	-1	10	-0.4	-1	-4	-4	i
Nc1nonc1-c1nc2ccccc2n1CC(=O)Nc1ccccc1	i	7	2	-6	-4	-0.6	-1	4	2	i
CCc1nc2c(OCc3ccc(C(=O)OC)cc3)cccn2c1N(C)C(=O)c1ccc(C)cc1	i	-8	5	9	2	0.4	-2	·	-1	i
O=C(Oc1ccc(/C=N/O)cc1)c1ccccc1Cl	i	-6	-1	-3	-2	-1.1	2	-1	0	i
O=[N+]([O-])c1ccc(/C([O-])=C(/C(=S)NCc2ccco2)[n+]2ccccc2)cc1	i	-4	3	12	-10	17	-3	-6	1	i
COc1ccc(OC)c(NC(=O)C(C)N2c3cccc4cccc(c34)S2(=O)=O)c1 (configuration not stated)	i	-3	0	3	1	2.1	-3	-5	-4	i
COCc1[nH]nc2c1C(c1ccc(F)cc1F)C(C#N)=C(N)O2 (configuration not stated)	i	-8	2	-1	-2	-0.1	-1	-4	2	i
O=C(C[C@H]1C/C=C\CC[C@H](Cc2ccc(F)cc2)C(=O)O[C@@H](c2ccccc2)CNC1=O)N[C@H](CO)Cc1ccccc1	i	17	5	-5	4	0.8	6	1	0	i
COC(=O)c1cccc(COC(=O)c2cc3ccccc3oc2=O)c1	i	0	0	-4	-31	1.6	0	-7	-2	i
CCOC(=O)C(NC(=O)CC)(Nc1ccccc1OC)C(F)(F)F (configuration not stated)	i	-3	3	-1	1	0.6	-1	-2	3	i
Cc1ccc(-c2nnc(C)c(N3CCCC3)n2)cc1	i	8	2	0	0	-0.1	-2	-4	-5	i
Cc1ccc(-c2csc(-c3ccncc3)n2)cc1	i	0	-2	3	-16	0.7	-3	-4	2	i
CCOC(=O)C1Oc2ccccc2C(c2ccc(OC)cc2)=C1C(=O)OC (configuration not stated)	i	-3	3	-7	-9	1.4	1	-4	-1	i
CC1(C)CC(CCNC(=O)c2ccco2)CC(C)(C)N1	i	-2	-5	3	1	-0.5	-5	-2	4	i
CC1(C)CC(=O)C=C(N2CCCC2)C1	i	-3	0	1	32	0.3	0	-5	5	i
COC(=O)c1cc(C(=O)NCCC(C)C)cc([N+](=O)[O-])c1	i	2	-3	-5	-25	-1.2	0	-7	1	i
CCn1ncc(/C=C/C(=O)c2ccccc2)c1C	i	14	-1	-5	-10	-1.5	-5	-6	0	i
CCOC(=O)C(=C1Nc2ccccc2N1)n1c(-c2cnccn2)nc2ccccc21	i	·	·	-4	0	0.0	·	·	-5	·
O=C(N/N=C/c1cc(Cl)ccc1O)c1ccccc1Br	i	2	-2	2	-4	0.9	2	-6	-2	i
COc1ccc(S(=O)(=O)Nc2ccc3c(c2)C(=O)N([C@H](C)CO)C[C@H](C)[C@@H](CN(C)C(=O)Nc2ccc(C(F)(F)F)cc2)OCCCC[C@H](C)O3)cc1	i	-21	0	1	1	1.2	4	·	3	i
Cc1cc(OCC(=O)Nc2ccc(N3CCN(C)CC3)cc2)ccc1Cl	i	2	0	-1	-7	-1.0	3	-8	-3	i
O=C(NCCc1ccc(Cl)cc1)C1CCC(=O)N(C2CCCCCC2)C1 (configuration not stated)	i	3	-1	-4	6	-2.0	2	-8	1	i
Cc1ccc(S(=O)(=O)N2CCN(C(=O)c3cc(S(=O)(=O)N4CCOCC4)ccc3F)CC2)cc1	i	0	1	1	-3	-0.7	1	-1	-4	i
Cc1nc2scc(C)n2c(=O)c1S(=O)(=O)NCCc1ccc(Cl)cc1	i	1	-4	-4	-5	-0.8	-1	6	3	i
CCCOc1ccc(C(C)(O)CN2CCOCC2)cc1 (configuration not stated)	i	3	-2	2	1	-0.7	2	-6	-7	i

(continued)
SMILES	Neddyl block	DNMT1 block	STEP inh	NadD block	SUMO1 PPI mod	LMPTP block	Rin1-Abl PPI inh	Scp-1 inhibitor	CSN deneddyl inh	Rpn11 inh
COc1ccc2nc3c(nc2c1)CCCC3	+	-5	0	0	-5	0.3	5	-9	0	i
COc1ccc(C(=O)NCCN2CCCC2)cc1OC	i	1	-2	-1	-4	-4.1	6	-3	-1	i
Cc1ccc2cc(CN(CC(C)C)S(=O)(=O)c3ccccc3)c(=O)[nH]c2c1	i	-7	-3	-6	-86	0.7	-8	2	0	i
CCOC(=O)C(CCCCCCP(=O)(c1ccccc1)c1ccccc1)NC(C)=O (configuration not stated)	i	-2	-5	0	2	-0.3	2	-13	0	i
Nc1nc(SCC(=O)N2CCCC2)[nH]c(=O)c1-c1ccccc1	i	0	-1	-3	-3	-1.6	2	-7	-6	i
Cc1ccc(OCC(=O)NCc2ccccc2)c([N+](=O)[O-])n1	i	-2	-1	-4	-14	-0.7	-4	-4	-1	i
N#Cc1c(-c2ccccc2)cc(C2CC2)nc1N	·	-3	-2	3	-1	1.0	6	-4	-3	i
NC(=O)c1ccc(Br)c(S(=O)(=O)N2CCCCC2)c1	i	0	2	3	-2	-0.9	-1	0	0	i
CCN(C(=O)Cc1c(C(=O)O)n(CC)c2ccccc12)c1cccc(C(F)(F)F)c1	i	-1	1	0	15	-1.8	-1	-8	-1	i
CCN1C(=O)[C@H]2[C@@H](c3ccc(-c4ccc5c(c4)OCO5)cc3)N3CCC[C@@]3(C(=O)OC)[C@H]2C1=O	i	-1	0	3	-1	3.9	2	2	0	i
CC(C)Nc1nc(Oc2cccc(Cl)c2Cl)cc(C(F)(F)F)n1	i	3	0	-1	-4	4.2	2	-11	2	i
Cc1ccc(-n2nc3c(c2NC(=O)c2ccc(S(=O)(=O)N4CCOCC4)cc2)CSC3)c(C)c1	i	-7	-2	34*	0	0.1	5	-7	6	i
COc1ccccc1NC(=O)/C=C/c1ccc2c(c1)OCO2	i	-1	-3	-9	-6	-0.9	2	-8	5	i
O=C(NCc1ccc2c(c1)OCO2)C1CCCN1S(=O)(=O)c1ccc(Cl)cc1 (configuration not stated)	i	1	1	-3	6	-2.0	3	1	3	i
COC(=O)c1ccc(OCCCCN2CC(C)OC(C)C2)cc1 (configuration not stated)	i	2	-4	0	1	-2.2	2	-7	-7	i
Cc1ccc([N+](=O)[O-])cc1NC(=O)C[n+]1ccccc1	i	-1	-2	-12	-5	0.2	-2	-1	1	i
CCOC(=O)CNC(=O)CSc1nc2c(C)cccc2cc1CC	i	1	2	-1	2	1.2	-102	7	2	i
CC1CCN(C(=O)CN2C(=O)NC3(CCC(C)CC3)C2=O)CC1 (configuration not stated)	i	1	-1	-6	-2	-2.1	1	-8	-3	i
CCOC(=O)N1CCN(c2c(N3CCc4ccccc4C3)c(=O)c2=O)CC1	i	2	-1	-2	-4	0.0	3	-10	0	i
Cc1cc(NC(=O)C(C)SCC(=O)Nc2nc3c(F)cc(F)cc3s2)no1 (configuration not stated)	i	-8	4	-3	12	0.7	2	-10	2	i
O=C(Cn1nc(C(=O)O)c2ccccc2c1=O)Nc1ccc(F)cc1F	i	-1	2	-2	-3	-1.8	0	-12	-1	i
O=C(Cc1ccc(Cl)cc1)N1CCN(c2ccc(F)cc2)CC1	i	3	1	-20	2	-0.1	1	-6	6	i
COc1cccc(C(=O)CSc2nnc(COc3cccc4cccnc34)o2)c1	i	-3	0	13	-10	-0.4	-5	-8	-1	i
Cc1cc(C(F)(F)F)n2nc(-c3cnn(C)c3C(F)(F)F)cc2n1	i	-1	-5	7	-7	-0.8	0	-6	1	i
Nc1ccc2oc(-c3cccs3)nc2c1	·	-8	-4	-3	-1	-2.1	-3	-5	1	i

(cont.)
SMILES	Neddyl block	DNMT1 block	STEP inh	NadD block	SUMO1 PPI mod	LMPTP block	Rin1-Abl PPI inh	Scp-1 inhibitor	CSN deneddyl inh	Rpn11 inh
CC(NC(=O)CN1C(=O)COc2ccccc21)c1ccccc1 (configuration not stated)	i	-1	-3	-1	2	-1.1	2	4	0	i
CCc1cccc(C)c1NC(=O)CN1C(=O)NC(CCc2ccccc2)C1=O (configuration not stated)	i	4	-2	0	-2	-1.0	-2	10	-4	i
COc1cccc(-n2nnc3c(=O)n(Cc4ccc(Cl)cc4)cnc32)c1	i	4	-2	-6	7	0.2	-1	-8	4	i
Cc1ccc(Nc2nc(/N=C/NO)n[nH]2)cc1C	i	1	1	-1	3	0.2	-2	-8	-3	i
Cc1ccc(S(=O)(=O)Oc2ccc(/C=N/NC(=O)c3nn(C)cc3Cl)cc2)cc1	i	-17	0	-6	-14	0.5	2	-7	3	i
Cc1ccc(S(C)(=O)=NC(=O)NC(=O)c2c(F)cccc2Cl)cc1 (configuration not stated)	i	1	0	-4	3	-1.3	-1	-7	-3	i
CCOC(=O)C1CCN(S(=O)(=O)C(F)(F)c2nc3ccccc3s2)CC1	i	10	-1	-5	1	1.1	1	-14	2	i
NC(=O)N/N=C/c1c(O)ccc2oc3c(c12)CCCC3	i	-2	-1	-1	-15	-0.4	-3	-12	-2	i
COc1ccccc1/C=N/Nc1nncc2ccccc12	i	7	-1	4	1	-0.2	2	3	-1	i
CCOC(=O)C1Nc2ccc(C(F)(F)F)cc2C2c3ccccc3CC12 (configuration not stated)	i	3	-2	-1	-13	0.9	2	-2	-1	i
c1ccc(Cn2c(SCc3cn4cccnc4n3)nnc2-c2ccco2)cc1	+	0	-3	0	-3	-0.1	-1	6	2	i
C=CCNC(=O)c1cc(-c2ccccc2)sc1N	i	·	·	·	-7	0.1	·	·	13	·
O=C(NCc1ccccc1)c1cccc(NC(=O)C2CCCC2)c1	i	3	-3	3	8	-0.5	-3	-4	5	i
Cc1ccc(NC(=O)c2ccc(N3CCCC3=O)cc2)cc1S(=O)(=O)N1CCCCC1	i	14	1	8	1	1.3	4	-5	2	i
NS(=O)(=O)c1ccc(CCNC(=O)CSc2nc3ccsc3c(=O)n2CC(=O)O)cc1	i	-1	-1	0	-2	-1.8	0	-1	-19	i
